High-throughput results from PubChem BioAssay.
SENP8 inh: SENP8 protease inhibitors, primary screen, biochemical, luminescence; Sentrin-specific protease 8 (Homo sapiens), Q96LD8; purified SENP8, Z-RLRGG-aminoluciferin cleavage; inhibition, % at 10 µM; 330,000 compounds, 1.2% hits
SENP7 inh: SENP7 protease inhibitors, primary screen, biochemical, luminescence, uHTS. inhibition, % at 5 µM. 330,000 compounds, 1.5% hits. recombinant SENP7, Z-RLRGG-aminoluciferin luminescence, 40 min. AID 434973, 2010;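 active = inhibition above about 50% at the single test dose, limit read from the data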;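 note: plate controls were DMSO with enzyme for no effect and no enzyme buffer wells for full effect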
Apaf1 inhib: inhibitors of human Apaf-1 apoptosome, primary screen, biochemical, DEVD-Rh110 fluorescence, uHTS; Apoptotic protease-activating factor 1 (Homo sapiens), O14727; inhibition, % at 20 µM; 330,000 compounds, 0.71% hits; reconstituted apoptosome caspase-3 activity; AID 489030, 2010; active = inhibition of at least 40% at 20 µM;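 note: plate controls were DMSO wells for no effect and DEVD-CHO caspase inhibitor wells for full effect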
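Material: biochemical Apaf-1 apoptosome reconstitution. Medium: Hepes buffer, pH 7.5. Also added: cytochrome c activation, bis-DEVD rhodamine 110 substrate. Timing: 30 min compound preincubation, 50 min activation, room temperature. Measured by: rhodamine 110 fluorescence at Ex 480/Em 540 nm.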
Gli-Sufu antag: Gli-Sufu pathway antagonists, primary screen, luciferase luminescence, Sufu-KO-LIGHT cells, uHTS; Sufu-KO-LIGHT fibroblasts, Gli luciferase reporter luminescence; inhibition, % at 5 µM; 340,000 compounds, 0.74% hits; AID 588413, 2011;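 active = inhibition above about 55%, limit read from the data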;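 note: 0% = DMSO-treated cells and 100% = wells with medium but no cells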
HKDC1 inh: HKDC1 hexokinase inhibitors, primary screen, biochemical, fluorescence, uHTS. Q2TB90. 340,000 compounds, 0.16% hits. inhibition, % at 20 µM. recombinant HKDC1, G6PDH/diaphorase resazurin coupled fluorescence;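 active = inhibition above about 35% when tested at 20 µM, limit read from the data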;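 note: plate controls were DMSO wells with enzyme for no effect and DMSO wells lacking enzyme for full effect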
Target sequence (Q2TB90 whole entry, looked up): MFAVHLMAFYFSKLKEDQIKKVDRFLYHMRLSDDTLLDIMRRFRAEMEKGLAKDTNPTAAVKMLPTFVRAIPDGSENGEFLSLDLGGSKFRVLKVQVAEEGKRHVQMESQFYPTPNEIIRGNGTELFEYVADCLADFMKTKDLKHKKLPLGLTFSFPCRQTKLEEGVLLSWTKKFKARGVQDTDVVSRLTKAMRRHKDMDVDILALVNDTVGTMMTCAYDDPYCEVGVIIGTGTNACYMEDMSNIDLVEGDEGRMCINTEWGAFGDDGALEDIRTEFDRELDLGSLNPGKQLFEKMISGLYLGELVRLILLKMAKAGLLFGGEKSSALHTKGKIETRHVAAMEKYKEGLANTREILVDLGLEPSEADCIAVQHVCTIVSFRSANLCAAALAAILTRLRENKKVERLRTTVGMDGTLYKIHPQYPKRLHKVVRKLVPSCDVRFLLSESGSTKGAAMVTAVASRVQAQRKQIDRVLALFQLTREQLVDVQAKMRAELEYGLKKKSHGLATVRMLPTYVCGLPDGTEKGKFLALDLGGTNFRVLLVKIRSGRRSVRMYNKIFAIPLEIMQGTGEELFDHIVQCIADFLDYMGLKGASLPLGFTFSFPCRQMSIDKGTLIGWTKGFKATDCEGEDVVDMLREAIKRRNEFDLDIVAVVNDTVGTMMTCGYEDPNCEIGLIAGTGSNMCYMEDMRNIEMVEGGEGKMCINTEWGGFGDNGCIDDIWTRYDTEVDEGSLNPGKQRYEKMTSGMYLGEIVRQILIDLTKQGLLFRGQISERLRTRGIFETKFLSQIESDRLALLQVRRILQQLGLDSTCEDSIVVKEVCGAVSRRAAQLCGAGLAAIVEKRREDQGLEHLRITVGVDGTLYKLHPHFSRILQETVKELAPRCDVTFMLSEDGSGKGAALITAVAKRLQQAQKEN
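Test system: Recombinant HKDC1 (HK5) hexokinase enzyme, produced in-house | Input: HKDC1 at 5 µg/mL | Buffer or medium: Tris pH 8.0 buffer with MgCl2, Tween-20, BSA, BME | Schedule: 90 min reaction incubation at room temperature, dark | Technique: Resazurin-to-resorufin fluorescence via G6PDH and diaphorase coupling, 525/613 nm | Controls: DMSO wells with and without enzyme mix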
Jurkat NFkB inh: inhibitors of induced NF-kB luciferase reporter, primary screen, TCR NF-kB activation inhibitor project, cell-based, luminescence, uHTS. Jurkat, PMA/ionomycin-induced NF-kB luciferase reporter. inhibition, % at 4 µM. 330,000 compounds, 0.53% hits
UBC13 inh: UBC13 polyubiquitin chain formation inhibitors, primary screen, biochemical, TR-FRET, uHTS | Ubiquitin-conjugating enzyme E2 N (Homo sapiens), P61088 | inhibition, % at 20 µM | 330,000 compounds, 0.47% hits | AID 485273, 2010; in the data active = inhibition above about 45%, passing the limit was not always enough
Target sequence (P61088 whole entry, looked up): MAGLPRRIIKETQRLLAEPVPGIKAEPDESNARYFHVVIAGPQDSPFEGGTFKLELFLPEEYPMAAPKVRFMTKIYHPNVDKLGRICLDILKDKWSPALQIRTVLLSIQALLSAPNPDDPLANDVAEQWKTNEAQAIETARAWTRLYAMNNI
697 NFkB inh: inhibitors of PMA/ionomycin-induced NF-kB reporter, 697 cells, primary screen, B-cell NF-kB inhibitor project, cell-based, luminescence, uHTS | 697 B-cell NF-kB luciferase reporter, 16 h | inhibition, % at 4 µM | 330,000 compounds, 0.33% hits | AID 435022, 2010; in the data active = inhibition above about 35%
Starred values were filed as active, the others as inactive; nt = no result given. Cut-off read from the data, not from the text of the source, unless noted: active = inhibition above about 50%; inactive = the rest.

SMILES	SENP8 inh	SENP7 inh	Apaf1 inhib	Gli-Sufu antag	HKDC1 inh	Jurkat NFkB inh	UBC13 inh	697 NFkB inh
N#Cc1ccccc1S(=O)(=O)N1CCN(CC(O)c2ccccc2)CC1 (configuration not stated)	3	1	-27	3	1	3	6	17
O=C(CSc1nc2ccccc2[nH]1)Nc1ccccc1F	2	-2	-5	-9	-7	-7	7	10
O=C(CCN1C(=O)c2ccccc2S1(=O)=O)Nc1cccc2ccccc12	-2	1	-7	-1	-8	-13	9	15
O=C(NCc1ccccc1)c1csc(-c2cccnc2)n1	-3	7	-13	-14	6	-16	-6	-13
COc1cccc(C(=O)NCC(=O)OCC(=O)Nc2ncc(Cl)cc2Cl)c1	4	-4	-3	-2	-1	-10	-5	0
CCCc1nn(C)c(C(=O)Nc2ccccc2)c1Cl	-5	-1	3	47	1	-114	-4	-182
CC(C)Oc1ccc(S(=O)(=O)N2CCCCC2)cc1NC(=O)CN1CCCC1c1cccs1 (configuration not stated)	-10	-8	11	14	3	-4	-5	-4
Cc1ccc(Nc2c(-c3ccccn3)nc3ccc(C)cn23)cc1	3	2	11	19	3	-5	22	-15
COc1cc(NC(=O)CCCN2C(=O)NC(C)(C)C2=O)cc(OC)c1	1	4	-7	0	0	-4	-3	-5
O=C1OCCN1C(=O)[C@H]1[C@H](c2ccc(Cl)cc2)C(c2ccccc2)=NN1c1ccc(Br)cc1	nt	-4	11	-1	-2	nt	nt	-7
O=C(Nc1nnc(S(=O)(=O)N2CCCCCC2)s1)c1ccccc1	29	6	10	-33	7	-21	-8	-42
O=C(N/C=C\c1ccccc1)NCc1ccc(Cl)cc1	-2	-13	7	1	-1	5	4	12
c1ccc2sc(SCSc3nc4ccccc4s3)nc2c1	-5	-5	1	-9	-2	-9	6	5
O=C(O)c1cccc(C(=O)O)c1Br	-5	-3	-2	-5	-6	7	-2	-35
C=CC[C@H](CC(=O)N(CCO)Cc1ccccc1)C(=O)N[C@@H](COC(=O)[C@@H](CC=C)Cc1ccc(F)cc1)Cc1c[nH]c2ccccc12	-11	-6	23	-19	-2	-15	-9	5
O=C(CSc1nnc(-c2ccccc2O)o1)Oc1ccc(Br)cc1	-7	-6	-1	-4	11	2	4	2
CC(C)N(Cc1ccccc1)C(=O)CC(=O)N(Cc1ccccc1)C(C)C	-1	4	8	-5	-5	11	2	10
O=C(N/N=C/c1ccc(O)cc1)c1cccc(N/N=C/c2ccc(O)cc2)c1	15	22	-28	-104	0	-33	2	-22
COc1cc(OC)c(C2C3=C(CCCC3=O)Nc3nc4ccccc4n32)cc1OC (configuration not stated)	-6	8	6	10	-7	-13	-3	-14
COCCN1Cc2cccc(C(=O)Nc3cc(OC)ccc3OC)c2C1=O	-6	0	-1	-16	2	-7	-8	19
O=C(CN1C(=O)NC(c2ccccc2)(c2ccccc2)C1=O)NCC(=O)Nc1ccc(F)cc1	13	3	4	-10	-5	-10	-2	-10
Cc1ccc2nc(-c3ccc(NC(=O)COCC(=O)O)cc3)sc2c1	82*	63*	0	-37	9	-59	-15	-68
CC(NS(=O)(=O)/C=C/c1ccccc1)C(=O)NCCc1ccc(S(N)(=O)=O)cc1 (configuration not stated)	-3	5	-1	1	2	-32	-4	20
O=c1c2ccccc2nc(/C=C/c2ccc(O)cc2)n1CCc1ccccc1	-13	-3	20	15	4	1	0	-18
O=C(COC(=O)c1nc(Cl)ccc1Cl)NC(=O)c1ccccc1	-12	7	-5	-5	1	-11	-3	-20
COc1ccc(NS(=O)(=O)c2cccc(C(=O)NC3CCN(Cc4ccccc4)CC3)c2)cc1	3	-1	18	57*	2	15	1	-46
O=c1[nH]c(/C=C\c2ccc(O)cc2)nc(O)c1[N+](=O)[O-]	5	7	-4	-1	8	11	-10	12
CCOc1ccc2nc(SCC(=O)c3ccc(Cl)s3)sc2c1	-13	11	10	-29	-3	-18	-25	-39
O=C(c1cn(-c2ccccc2)nc1-c1cc2ccccc2oc1=O)N1CCOCC1	-3	-3	22	1	-2	-2	7	16
COc1ccc(C(=O)N2CCN(S(=O)(=O)c3ccc(Br)cc3)CC2)cc1	-4	-5	-2	5	6	-3	3	9

Complete entries as entered above.
COc1ccc(C(=O)N2CCN(S(=O)(=O)c3ccc(Br)cc3)CC2)cc1 reads SENP8 inh: -4; SENP7 inh: -5; Apaf1 inhib: -2; Gli-Sufu antag: 5; HKDC1 inh: 6; Jurkat NFkB inh: -3; UBC13 inh: 3; 697 NFkB inh: 9
c1ccc2sc(SCSc3nc4ccccc4s3)nc2c1 reads SENP8 inh: -5; SENP7 inh: -5; Apaf1 inhib: 1; Gli-Sufu antag: -9; HKDC1 inh: -2; Jurkat NFkB inh: -9; UBC13 inh: 6; 697 NFkB inh: 5
O=C(N/N=C/c1ccc(O)cc1)c1cccc(N/N=C/c2ccc(O)cc2)c1 reads SENP8 inh: 15; SENP7 inh: 22; Apaf1 inhib: -28; Gli-Sufu antag: -104; HKDC1 inh: 0; Jurkat NFkB inh: -33; UBC13 inh: 2; 697 NFkB inh: -22

Next section.
SMILES	SENP8 inh	SENP7 inh	Apaf1 inhib	Gli-Sufu antag	HKDC1 inh	Jurkat NFkB inh	UBC13 inh	697 NFkB inh
CCN(c1cc(C)cc(C)c1)S(=O)(=O)c1nnc(NC(=O)c2ccco2)s1	3	2	6	-20	9	1	-12	-10
O=C(CSc1nc(-c2ccco2)cc(C(F)(F)F)n1)NCC1CCCO1 (configuration not stated)	-3	-6	-10	-2	-10	9	-5	4
CCC(C)(C)NC(=O)CN(C(=O)CCC(=O)Nc1nccs1)c1ccc2c(c1)OCO2	0	-1	9	-14	-6	2	1	10
O=C(CN1CC(c2ccccc2)CC1=O)N/N=C/c1cc(Br)ccc1O (configuration not stated)	-2	3	13	25	-16	19	-16	-13
Cc1ccc2[nH]cc(CCNC(=O)c3ccco3)c2c1	-4	-7	3	-9	-5	-10	0	-7
Cc1cc(C)c2c(N)c(C(=O)c3ccc(Br)cc3)oc2n1	-15	-8	21	3	5	-4	-3	-17
CC1=C(C(=O)Nc2cc(C(=O)N3CCN(c4cccc(C)c4C)CC3)ccc2C)SCCO1	2	-3	13	13	-3	15	0	-29
CCn1cc(CNC(=O)c2cc([N+](=O)[O-])c(C)c([N+](=O)[O-])c2)cn1	-10	-6	4	-21	3	-2	-7	-14
Cn1c(N)c(C(=O)Nc2cccc(Cl)c2)c(=O)n(C)c1=O	-12	-12	1	12	-5	-27	1	-1
Cc1ccc(NC(=S)NNS(=O)(=O)c2ccc3ccccc3c2)cc1Cl	9	3	1	-3	7	3	-11	7
CCOc1ccccc1Nc1nc(-c2cccnc2)cs1	-13	4	7	-7	-5	3	11	3
O=C1C=C(Nc2ccccc2)c2ccccc2C1=O	73*	46	92*	-14	25	14	-287	-14
O=C(NC(=S)Nc1nc(-c2ccc(Br)cc2)cs1)c1cccnc1	-4	6	-4	3	-12	-24	5	-6
CC(C)c1ccccc1OCCCCN1CCCCC1	-1	4	-14	13	-2	0	8	7
CCn1cc(C(=O)NCCc2ccc(C)cc2)c(=O)c2cc(S(=O)(=O)N(C)C)ccc21	-8	9	7	6	-3	-1	4	3
CC(C)c1csc(CN2CCC(N3CCC(C(=O)NCC4CCCO4)CC3)CC2)n1 (configuration not stated)	-1	-6	-8	19	-5	10	11	7
COc1cc(SC)ccc1C(=O)Nc1ccc(C)cc1	2	7	20	-120	-10	-171	14	-194
Cc1occc1-c1nnc(SCC(=O)N2CCOCC2)n1Cc1ccco1	-10	0	1	-4	-5	-5	5	-7
CCOc1ccc(-c2noc(CCC(=O)NCCc3ccccc3)n2)cc1OC	5	-3	-1	3	-6	-13	2	-6
COC(=O)c1cc(OC)c(OC)cc1NC(=O)c1csc(C)c1	0	-4	13	-12	1	1	15	6

Part of the list above in order of number of heavy atoms, high to low.
SMILES	SENP8 inh	SENP7 inh	Apaf1 inhib	Gli-Sufu antag	HKDC1 inh	Jurkat NFkB inh	UBC13 inh	697 NFkB inh
CC(C)c1csc(CN2CCC(N3CCC(C(=O)NCC4CCCO4)CC3)CC2)n1 (configuration not stated)	-1	-6	-8	19	-5	10	11	7
Cc1occc1-c1nnc(SCC(=O)N2CCOCC2)n1Cc1ccco1	-10	0	1	-4	-5	-5	5	-7
CCOc1ccccc1Nc1nc(-c2cccnc2)cs1	-13	4	7	-7	-5	3	11	3
O=C1C=C(Nc2ccccc2)c2ccccc2C1=O	73*	46	92*	-14	25	14	-287	-14

(further entries)
SMILES	SENP8 inh	SENP7 inh	Apaf1 inhib	Gli-Sufu antag	HKDC1 inh	Jurkat NFkB inh	UBC13 inh	697 NFkB inh
O=C(Nc1sc2c(c1C(=O)O)CCC2)c1ccccc1F	87*	43	3	-4	11	-1	-1	3
O=[N+]([O-])c1ccc(-c2ccc(/C=N/Nc3nc(NCc4ccccc4)nc(N4CCOCC4)n3)o2)cc1	1	0	0	30	-3	1	-30	-12
COc1ccc(-c2noc(-c3ccccc3C(=O)Nc3cccnc3)n2)cc1OC	-11	-6	-17	-2	2	-9	-5	13
COc1ccc(C(=O)C2CCCN(C(=O)c3ccccc3C(C)=O)C2)cc1F (configuration not stated)	-3	-5	-8	4	12	-11	8	-10
NC(=O)c1ccc(SCC(=O)OCC(=O)NCc2ccco2)c([N+](=O)[O-])c1	-8	-9	-8	-2	5	11	1	12
C/C(=N\NC(=O)c1ccco1)c1ccc(C(=O)O)s1	-14	6	8	2	-5	8	-9	9
COCCOC(=O)C1=C(C)NC(SCC(=O)NC(C)(C)C)=C(C#N)C1c1ccco1 (configuration not stated)	9	5	10	5	7	8	-3	-8
Cc1ccc(S(=O)(=O)Nc2ccc(S(=O)(=O)N3CCCC3)cc2)cc1	-8	-2	9	0	0	1	-5	26
COc1ccc2cc1Oc1ccc(cc1)C[C@H]1c3cc(c(OC)cc3CCN1C)Oc1c(OC)c(OC)cc3c1[C@H](C2)N(C)CC3	6	-6	32	16	2	47	27	15
O=C(CP(=O)(c1ccccc1)c1ccccc1)N1CCCCC1	3	4	-4	-2	-6	7	10	14
CC(C)Sc1nc2c(c(=O)[nH]c(=O)n2C)n1CCc1ccccc1	-8	10	14	6	-3	2	-1	-13
Cc1ccccc1Cn1nnc(-c2ccc3c(c2)OCO3)n1	-16	-10	10	-11	-2	-42	-4	-39
COc1ccc2nc(SCC(C)=O)c(C#N)cc2c1	61*	60*	3	-123	7	-113	-188	-221
O=C(COC(=O)c1ccco1)Nc1ccccc1[N+](=O)[O-]	0	-3	-32	4	-5	-4	7	14
COC(=O)C(=Nc1ccccc1)/C(C(=O)C(=O)N(C)c1ccccc1)=C(\O)c1ccccc1	-6	-5	-5	4	-4	-5	-22	-9
CN(C)C(=S)SCCn1c(N)nc(N(C)C)nc1=O	2	11	-6	1	3	-7	-5	11
COc1ccc(CCN(C)C2CCCN(S(=O)(=O)c3ccccc3)C2)cc1OC (configuration not stated)	-10	-10	8	13	4	-23	-1	-16
COc1ccc(NC(=O)C(CCSC)N2C(=O)c3ccccc3C2=O)cc1 (configuration not stated)	3	-4	-5	2	1	10	0	25
Cc1cccc(C)c1NC(=O)CNC(=O)C(C)N1CCCCC1 (configuration not stated)	-1	-2	-8	-1	-6	-9	-2	21
CC1CCCCN1C(=O)CSc1nnc2c(n1)[nH]c1ccc(F)cc12 (configuration not stated)	-10	-6	-10	2	1	-20	-4	-5
CCC1(c2ccc(F)cc2)NC(=O)N(CC(=O)N(CCC#N)c2ccccc2)C1=O (configuration not stated)	-3	-4	-1	4	-5	-12	-7	9
Cn1c(SCC(=O)C(C)(C)C)nnc1-c1cccnc1	-5	-2	-10	1	1	11	5	6
